NCI-60 one-dose screen, 48 h, at 10 µM unless noted. Numbers give growth in % (100 = growth as untreated, 0 = no growth, -100 = all killed).
HL-60(TB): HL-60(TB) leukemia cells | 9% of 78,000 active; active = growth percent below 10
An asterisk follows results filed as active; & = joins results of further samples. Some of the compounds tested; rates above refer to the full screens.

# | Compound | HL-60(TB)
1 | O=C(CCl)c1ccc2c(c1)[nH]c1ccccc12 | 87.6
2 | COC(=O)[C@@H](CC(C)C)NS(=O)(=O)N(c1cccc(F)c1)C1CCN(Cc2ccc(C(F)(F)F)cc2)CC1 | 43.7
3 | CC(C)OC(=O)Nc1cc(F)c(F)cc1F | 98.6
4 | Fc1ccc(C2Oc3ccccc3C3CC(c4ccco4)=NN32)cc1 (stereo unspecified) | 97.2
5 | NC(=O)OCC(CO)(c1ccccc1)c1ccccc1 | 113.7
6 | O=C(COc1cccc(/C=C2\COc3ccccc3C2=O)c1)Nc1nccs1 | -58.4*
7 | CSc1nc2ccccc2cc1/C=C1/C=C(c2ccccc2)OC1=O | 99.5
8 | O=C(Cn1nc(-c2ccccc2)ccc1=O)N/N=C/c1ccc(N2CCCC2)cc1 | 96.0
9 | CC/C(=C\c1ccc(Cl)cc1)c1ccncc1 | 83.1
10 | CCCCCCCCCCC(CO)CCCCCCCC (stereo unspecified) | 88.9
11 | CCOC(=O)C1=C(C(=O)c2ccc(Br)cc2)C(c2ccc(F)cc2)NC(=S)N1 (stereo unspecified) | 86.5
12 | O=C(O)c1cn(C2CC2)c2cc(N3CCN(C(=O)CN4C(=O)S/C(=C/c5cccc6ccccc56)C4=O)CC3)c(F)cc2c1=O | 100.9
13 | Cc1sc2c(c1C)c(=O)nc1c(C#N)n[nH]n12 | 101.4
14 | N#CC1=C(N)Oc2[nH]c(=S)sc2C1c1c[nH]c2ccccc12 (stereo unspecified) | 91.7
15 | COc1ccccc1Nc1nnc(-c2ccccc2O)o1 | 90.4

4 entries from above, arranged by length of the SMILES, smallest number first.
# | Compound | HL-60(TB)
9 | CC/C(=C\c1ccc(Cl)cc1)c1ccncc1 | 83.1
1 | O=C(CCl)c1ccc2c(c1)[nH]c1ccccc12 | 87.6
4 | Fc1ccc(C2Oc3ccccc3C3CC(c4ccco4)=NN32)cc1 (stereo unspecified) | 97.2
8 | O=C(Cn1nc(-c2ccccc2)ccc1=O)N/N=C/c1ccc(N2CCCC2)cc1 | 96.0

The listing picks up; the 3 compounds before the break are reprinted first.
# | Compound | HL-60(TB)
13 | Cc1sc2c(c1C)c(=O)nc1c(C#N)n[nH]n12 | 101.4
14 | N#CC1=C(N)Oc2[nH]c(=S)sc2C1c1c[nH]c2ccccc12 (stereo unspecified) | 91.7
15 | COc1ccccc1Nc1nnc(-c2ccccc2O)o1 | 90.4
16 | Cc1ccc(S(=O)(=O)NNC(=O)/C(=C\c2ccc(Cl)cc2)c2nc3ccccc3s2)cc1 | 89.7
17 | CC(Nc1nc(CNc2ccc(S(N)(=O)=O)cc2)nc2ccccc12)C(=O)O (stereo unspecified) | 110.7
18 | COc1cc2oc(-c3cccc(C(=O)Nc4ccc(Cl)cc4)c3)cc(=O)c2c(O)c1OC | 85.6
19 | CCOC(=O)C1=C(c2ccccc2)NC(=O)NC1CN1C(=O)c2ccccc2C1=O (stereo unspecified) | 57.4
20 | CCn1nc(-c2ccc(C(=O)OC)cc2)nc2c(=O)n(C)c(=O)nc1-2 | 131.7
21 | Cc1cc(-c2ccccc2)n2[nH]cc(C)n(-c3ccccc3)nc2c1C#N | 110.3
22 | CCOC(=O)C1=C(C)N=C2Sc3cc(O)ccc3N2[C@H]1c1ccccn1 | 79.8
23 | COc1ccc(C(O)c2cc3c(N)c(C(=O)Nc4cccc(Cl)c4C)sc3nc2C)cc1 (stereo unspecified) | -51.0*
24 | Nc1ccc2c(c1)[nH]c(=O)c1cc(N)ccc12 | 106.2&104.3
25 | OCCN1CCN(c2ccccc2Cl)CC1 | 110.2
26 | O=C(Nc1cccc(F)c1)Nc1cccc(Cl)c1 | -10.6*
27 | Cc1ccc(S(=O)(=O)c2nc(-c3ccccc3)sc2S(C)(=O)=O)cc1 | 103.3
28 | CCN1CC(CCN2CCOCC2)C(C(c2ccccc2)c2ccccc2)C1=O (stereo unspecified) | 112.8
29 | C=C[Se]CC(=O)/C=C/c1ccccc1 | 42.2
30 | C[C@@H]1C[C@@]2(C)C(=CC1=O)CC[C@@H]1[C@@H]2C(=O)C[C@@]2(C)[C@H]1CC[C@]2(O)C(=O)CO | 99.9
31 | O=C(O)c1ccc(N/C=C/C(=O)c2ccc(Cl)cc2)cc1 | 103.5
32 | NC(=O)CNc1cccc(Br)c1 | 95.8
33 | CCOC(=O)/C(C#N)=N\Nc1ccccc1 | 118.4
34 | C=C(C)[C@@H]1CC[C@]2(C(=O)N3CCCNCC3)CC[C@]3(C)[C@H](CC[C@@H]4[C@@]5(C)CCC(=O)C(C)(C)[C@@H]5CC[C@]43C)[C@@H]12 | 67.4
35 | CC(=O)c1c(C)nc(SCC(=O)Nc2ccccc2)n1-c1ccc(Cl)cc1 | 97.3
36 | O=C1Nc2ccccc2SC1c1ccccc1 (stereo unspecified) | 80.7
37 | COc1cccc(CNCc2cccc(OC)c2O)c1O | 136.5
38 | COc1ccc(-c2nn3c(-c4cc(Cl)cc(Cl)c4Cl)nnc3s2)cc1 | 85.0
39 | CC1(C)[C@H]2CC[C@@]1(C)C(=O)C2 | 65.8
40 | COC(=O)Oc1nn(C(=O)OC)c(=O)c2ccccc12 | 102.8
41 | COC(c1ccc2ccccc2c1)C(C)C(F)F (stereo unspecified) | 102.6
42 | CCOC(=O)c1cc(C(=O)c2cc(OC)c(OC)c(OC)c2)n2ncc3ccccc3c12 | 28.7
43 | O=C(NNC(=S)Nc1ccccc1)c1cccnc1 | 86.7
44 | CCOC(=O)c1ccc(NC(=O)CSc2nnc(Cc3ccccc3Nc3c(Cl)cccc3Cl)o2)cc1 | 99.1
45 | CC(=O)c1nnn(-c2ccc(S(N)(=O)=O)cc2)c1C | 106.0
46 | Nc1cc(-c2ccc(Cl)cc2)nn1-c1nc(-c2ccc(F)cc2)cs1 | 91.7
47 | CC(C)(CCO)c1ccccc1 | 102.0
48 | CCCS(=O)(=O)Nc1ccc(OCc2nnc(-c3ccc(OC)cc3)o2)c(F)c1 | 83.7
49 | CC(C)=CCCC(C)O (stereo unspecified) | 99.9
50 | COc1ccc(-n2c(SCC(=O)Nc3ccc(-c4nc5ccc([N+](=O)[O-])cc5[nH]4)cc3)nc3ccccc3c2=O)cc1 | 82.1
51 | COC1=C(C)C(=O)C2=C(C1=O)C(CO)N1C(C#N)C3CC4C(C1C2N1CCOC41)N3C (stereo unspecified) | -33.9*
52 | COc1ccc2c(c1)CC/C(=C\c1ccncc1)C2=O | 101.4
53 | O=C1/C(=C/c2cccc(OCc3ccc(Cl)cc3)c2)N=C2OCCCN12 | 83.1
54 | CN(C)Cc1cc(C(C)(C)C)cc(Cl)c1O | 103.9
55 | CCC(c1ccc(Br)cc1)C(C(N)=O)c1ccc(OC)cc1 (stereo unspecified) | 101.8
56 | CC(=O)c1cccc(NC(=O)c2sc3nc4c(cc3c2N)C(=O)CCC4)c1 | 101.9
57 | COc1ccc(-c2c3c(nn2-c2ccccc2)CCc2cnoc2-3)cc1 | 63.7
58 | CSc1nc(N)c(C=O)c(=O)n1C | 74.5
59 | CCOC(=O)c1n[nH]n2c1nc(=O)c1sc3ccccc3c12 | 90.7
60 | COc1cc(-c2cn(-c3ccc(-n4cc(-c5ccc(Cl)cc5)[nH]c4=O)cc3)c(=O)[nH]2)cc(OC)c1OC | 88.0
61 | O=C1c2ccccc2N=C(NO)[C@@H]2CCCN12 | 90.9
62 | O=C(O)c1ccc(-c2nn(-c3ccc(C(=O)O)cc3)cc2CO)cc1 | 84.1
63 | COc1ccc(N)cc1S(=O)(=O)O | 90.2
64 | CCC(=O)Oc1ccc(C(C)CCC(C)c2ccc(OC(=O)CC)cc2)cc1 (stereo unspecified) | 73.4
65 | Cn1c(=O)c2c(nc(Sc3nc(N)cc(=O)[nH]3)n2CC(=O)N2CCc3ccccc32)n(C)c1=O | 104.5
66 | Cc1ccc(-c2nc3ccccc3c(=O)o2)cc1 | 95.5
67 | O=C(NCCCn1ccnc1)c1nc(-c2ccc(C(F)(F)F)cc2)no1 | 102.7
68 | Nn1cnnc1 | 106.0
69 | COC(=O)c1ccc(-c2ccccc2)cc1 | 97.7
70 | CN(C)C=NCCc1ccccc1 | 88.1
71 | Cc1ccc2oc3nc(C)c(C(=O)NCc4ccccc4)cc3c(=O)c2c1 | 73.4
72 | O=C(O)c1cccc(F)n1 | 66.9
73 | CS(=O)(=O)c1ccc(C(=O)c2ccc(Cl)cc2)cc1 | 98.2
74 | NNc1nc2ccccc2s1 | 100.6&96.4
75 | COc1cc(/C=N\NC(=O)CN2CCN(c3cc4c(cc3F)c(=O)c(C(=O)N/N=C/c3ccc(O)c(OC)c3)cn4C3CC3)CC2)ccc1O | 75.4

Next section
# | Compound | HL-60(TB)
76 | O=C(NCc1ccc(Cn2c(=O)sn(-c3ccccc3)c2=O)cc1)OCc1ccc2c(Br)cc(Br)c(O)c2n1 | -41.3*
77 | COc1ccccc1N1CCN(CCCOc2ccc(OCCCN3CCN(c4ccccc4OC)CC3)c(C(=O)c3cc(OC)c(OC)c(OC)c3)c2)CC1 | 101.5
78 | COc1cc(OC)c2c(c1)O[C@@]1(OC)[C@H](c3ccccc3)C[C@H](O)[C@@]21O | 93.9
79 | O=C(O)c1cc(Cl)nc(Cl)c1 | 110.3
80 | COc1ccc(-n2ncc3c2CCc2cccnc2-3)cc1 | 95.5
81 | O=C(Oc1ccc2c(c1)sc1nc(-c3ccccc3)[nH]c(=O)c12)C(F)(F)F | 2.6*
82 | C=CC(O)CCC (stereo unspecified) | 88.3
83 | O=[P@@]1(c2ccccc2)O[C@H](COCc2ccccc2)[C@@H](OCc2ccccc2)[C@H](OCc2ccccc2)[C@H]1NCc1ccccc1 | -25.1*
84 | O=C1CN2Cc3c(ccc(Cl)c3Cl)N=C2N1 | 93.7
85 | S=c1[nH]nc(-c2cc3ccc2CCc2ccc(cc2)CC3)n1C1CC1 | 105.9
86 | CCOC(=O)SC(=S)OCC | 90.1
87 | C=CCOc1ccccc1[C@@H](C(=O)Nc1cccc([N+](=O)[O-])c1)N(C(=O)CCc1c[nH]c2ccccc12)c1ccc(C)cc1 | 78.1
88 | CC[C@H](C(=O)N1CCNC2=C(C(=O)N(C)C2(C)C)C1c1ccc(Cl)c(Cl)c1)c1ccccc1 (stereo partly specified) | 86.4
89 | CCCCCCCCCC(=O)CCCCCCCCC | 103.2
90 | CNc1c(NC)n(C)c(=O)n(C)c1=O | 98.1
91 | Nc1ccc(-c2ccc(N)cc2S(=O)(=O)O)c(S(=O)(=O)O)c1 | 69.6
92 | Nc1nnc(C(=O)c2cnc3n(c2=O)CCCCC3)s1 | 110.2
93 | CCn1cc(C(=O)O)c(=O)c2cc(F)c(N3CCN(C(=O)CCBr)CC3)cc21 | 92.6
94 | Cc1ncc(-c2ccc(Cl)s2)c(NC2CCCCCC2)n1 | 104.9
95 | N#Cc1c(N2CCOCC2)nc(=S)[nH]c1-c1ccco1 | 70.7
96 | Cc1cc(Nc2ccc(Cl)cc2)nc(NCCCNc2ccnc3cc(Cl)ccc23)n1 | -76.8*
97 | N=c1c2c(-c3ccccc3)c(-c3ccccc3)oc2ncn1N1C(=O)CCC1=O | 112.9
98 | COc1ccc(C(=O)NC(=O)Nc2cc3c(cc2F)/C(=C/c2[nH]c(C)c(CCC(=O)O)c2C)C(=O)N3)c(F)c1 | 20.9
99 | CCOP(=O)(CCCc1cc(OC)c2c(c1OC)OCO2)OCC | 116.0
100 | CC12CCC3C(C=CC45CC(O)CCC34C5)C1CCC2OC1CCCCO1 (stereo unspecified) | 98.7
101 | S=C(c1ccccc1)N1CCN(c2ccccc2Cl)CC1 | 93.7
102 | Cc1cccc(-c2nc(N(C)c3ccc4ncsc4c3)c3ccccc3n2)n1 | 50.4
103 | CCN(CC)CCCC(C)Nc1ncnc2cc(Cl)ccc12 (stereo unspecified) | 111.7
104 | O=C(NN1C(=O)CSC1c1ccc(Br)cc1)c1ccc(NC(=O)c2ccccn2)cc1 (stereo unspecified) | 90.8
105 | COc1ccc(Nc2nc(N)nc3c(=O)[nH]ccc23)cc1 | 96.1
106 | O=C(C[n+]1ccccc1)c1ccc(Cl)cc1 | 107.9
107 | C[N+]1(C)CCN(CC(O)(c2ccccc2)C2CCCCC2)CC1 (stereo unspecified) | 106.0
108 | CC(CCO)CC(C)(C)C (stereo unspecified) | 97.5
109 | CNC(=O)c1cc(N2CCc3cc(NC(=O)Nc4ccc(Cl)c(Cl)c4)ccc32)ccn1 | 123.7
110 | CN(C[C@H]1Cc2c(cccc2N2CCN3CCC[C@@H]3C2)CN1)[C@H]1CCCc2cccnc21 | 64.2
111 | CC1=CC(=O)C2(C)C(C)=C(C)C12C (stereo unspecified) | 138.6
112 | Nc1nc(Cc2ccccc2)cc(-c2cc(Cc3ccccc3)nc(N)n2)n1 | 99.7
113 | CC1CCCC(=O)O1 (stereo unspecified) | 119.3&102.2
114 | O=C(O)C[C@H](O)C[C@H](O)/C=C/c1c(C2CC2)nc2ccccc2c1-c1ccc(F)cc1 | 66.2
115 | COCCn1cc(-c2nc(-c3cc4cccnc4n3C)cs2)c2ccccc21 | 42.2
116 | COc1cc(/C=C/c2cc(/C=C/c3ccc(O)c(OC)c3)n(-c3c(C)cccc3C)c(=O)n2)ccc1O | 6.1*
117 | COc1ccc(NC2=NC(C)(CO)CS2)cc1 (stereo unspecified) | 91.1
118 | CCC(=O)Nc1ccc(Cl)cc1 | 100.3
119 | O=C(N/N=C/[C@H](O)[C@@H](O)[C@@H](O)[C@H](O)CO)c1ccc(NC(=O)c2cccnc2)cc1 | 101.2
120 | O=[N+]([O-])c1ccc(OP(=O)(O)O)cc1 | 113.3
121 | O=c1[nH]c(=S)[nH]cc1Cc1ccc(Cl)cc1 | 94.5
122 | COc1cccc(C(N)=O)c1 | 101.4
123 | COc1nc2c(c(=O)n1C)CN(C1CCCCC1)C(=O)C(C)N2 (stereo unspecified) | 92.6
124 | CC1=C(O)CCC(C)(C)\C1=C/C=C(C)/C=C/C=C(\C)C[C@H]([C@@H](C/C(C)=C/C=C/C(C)=C/C=C1/C(C)=C(O)CCC1(C)C)S(=O)(=O)O)S(=O)(=O)O | 84.0
125 | Cn1c(O)c(/C=C2\C=Nc3ccccc32)s/c1=N/c1nccs1 | 77.1
126 | CC(=O)OCC1OC(OC(C)=O)C(NC(=O)NS(=O)(=O)c2ccc(CCNC(=O)c3cccc(Cl)c3)cc2)C(OC(C)=O)C1OC(C)=O (stereo unspecified) | 103.5
127 | O=[N+]([O-])c1ccc2c(c1)COCO2 | 105.4
128 | CCc1ccccc1-n1c(-c2ccc(OC)cc2)cc(-c2ccc(OC)cc2)c(C#N)c1=O | 120.6
